# hcDAF12 agonist – activates DAF-12 receptor from parasite H. contortus; HEK293 hcDAF-12 lit1-tk-luc reporter, luminescence; 0% DMSO, 100% Δ7-dafachronic acid; 370,000 compounds, 1.4% hits; activation, % at 6.8 µM;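 active means activation above the mean of all tested compounds plus 3 SD, cut at about 5.5% in these data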;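 further: 100% = response to 3 µM Δ7-dafachronic acid high control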
# DAX1 inh-1 – NR0B1 (DAX1) inhibition; P51843; HEK293 Gal4-DAX1 luciferase reporter, luminescence; inhibition, % at 6.75 µM; 340,000 compounds, 0.99% hits; AID 504766;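 active means inhibition above the mean over all tested compounds plus 3 SD, cut at about 4.2% in these data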;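 further: 0% = DAX1-transfected cells with DMSO and 100% = empty-vector control cells with DMSO; inhibition shows as a rise in luminescence from relieved DAX1 repression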
# Target sequence (P51843 207-470 limits assumed): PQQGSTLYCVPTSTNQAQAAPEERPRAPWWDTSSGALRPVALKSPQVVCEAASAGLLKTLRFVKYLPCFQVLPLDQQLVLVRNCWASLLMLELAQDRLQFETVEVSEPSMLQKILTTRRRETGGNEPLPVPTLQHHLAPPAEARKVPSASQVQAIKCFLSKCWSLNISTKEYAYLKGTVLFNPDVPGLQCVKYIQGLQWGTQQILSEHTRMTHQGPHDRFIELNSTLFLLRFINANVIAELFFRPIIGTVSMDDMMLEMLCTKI
# PG9 Ab binder – small molecules binding HIV-1 gp120 antibody PG9 | 360,000 compounds, 0.43% hits | inhibition, % at 6.7 µM | TR-FRET gp120-PG9 antibody binding; in the data active means inhibition above about 8.5%
# SMARCA2 activ – activators of SMARCA2 function; MG213 cells, MMTV-luciferase reporter, dexamethasone, overnight; activation, % at 9.1 µM; 370,000 compounds, 1% hits; AID 652017; in the data active means activation above about 7.8%;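 further: 0% = vehicle wells and 100% = reference activator wells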
# ADAM10 inh – inhibitors of human ADAM10 | recombinant ADAM10, EDANS/DABCYL FRET peptide cleavage, 3 h | inhibition, % at 7 µM | 370,000 compounds, 0.62% hits | AID 720582;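 active means inhibition above a per-campaign cutoff equal to the mean of compounds falling between control-based bounds plus 3 SD, cut at about 20% in these data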;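 further: 0% = DMSO wells while the 100% control is not disclosed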
# Target sequence (O14672 214-748 limits assumed): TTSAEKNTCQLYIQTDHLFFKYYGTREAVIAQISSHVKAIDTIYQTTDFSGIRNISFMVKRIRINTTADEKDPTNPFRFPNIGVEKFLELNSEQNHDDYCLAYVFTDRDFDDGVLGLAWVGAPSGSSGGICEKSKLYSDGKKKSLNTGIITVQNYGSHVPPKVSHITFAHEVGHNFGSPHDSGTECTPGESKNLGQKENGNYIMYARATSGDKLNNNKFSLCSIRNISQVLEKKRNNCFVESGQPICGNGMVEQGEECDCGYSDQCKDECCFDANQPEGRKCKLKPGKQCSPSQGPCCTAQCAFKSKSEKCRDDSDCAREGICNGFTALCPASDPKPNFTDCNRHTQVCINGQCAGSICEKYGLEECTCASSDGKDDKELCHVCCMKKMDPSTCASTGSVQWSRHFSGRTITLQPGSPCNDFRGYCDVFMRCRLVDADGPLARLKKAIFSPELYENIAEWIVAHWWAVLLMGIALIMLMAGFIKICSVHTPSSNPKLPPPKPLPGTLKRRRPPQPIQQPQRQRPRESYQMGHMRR
# ssDAF-12 act – activators of S. stercoralis DAF-12 nuclear receptor; HEK293 ssDAF-12/GRIP1 lit1-tk-luc reporter, luminescence; % of 3 µM dafachronic acid response; activation, % at 6.8 µM; 370,000 compounds, 1% hits; AID 652126;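 active means activation above the mean over all tested compounds plus 3 SD, cut at about 0.9% in these data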;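 further: 0% = DMSO-only wells and 100% = 3 µM delta7-dafachronic acid wells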
# hgDAF12 agonist – agonists of H. glycines DAF-12 nuclear receptor; activation, % at 6.8 µM; 370,000 compounds, 1.8% hits; AID 687014; HEK293 GAL4-hgDAF12 UAS-luciferase reporter, agonist luminescence; normalized to butyrate control;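 active means activation above a cutoff set at the mean of all screened compounds plus 3 SD, cut at about 10% in these data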;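 further: 0% = DMSO wells and 100% = sodium butyrate wells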
# ADAM17 inh – ADAM17 inhibition, QFRET primary screen | P78536 | recombinant ADAM17, EDANS/DABCYL FRET peptide cleavage | inhibition, % at 6.95 µM | 370,000 compounds, 0.83% hits | AID 720648;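 active means inhibition above the mean of compounds lying between control limits plus 3 SD, set per campaign, cut at about 8.5% in these data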;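 further: 0% = DMSO-only wells as the low control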
# NPR1 activator – GC-A (human) enzyme activation; P16066; HEK293 GC-A cells, cGMP TR-FRET, EC30 ANP; 0% at EC30 ANP, 100% saturating ANP; activation, % at 10 µM; 370,000 compounds, 0.14% hits; AID 1671463; in the data active means activation above about 40%
# FXN GAA850 act – frataxin GAA850 promoter activation | HEK293 lucGAA850 FXN promoter luciferase reporter, 24 h; percent of 10 µM SAHA response | activation, % at 6 µM | 360,000 compounds, 0.56% hits;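 active means activation above the average of all compounds screened plus 3 SD, cutoff fixed separately per campaign, cut at about 7.5% in these data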;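 further: 0% = DMSO wells and 100% = 10 µM SAHA wells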
# DAX1 inh-2 – inhibitors of DAX1 repression of SF-1 activated StAR promoter. HEK293T StAR-luciferase reporter, SF-1/DAX-1 repression relief. inhibition, % at 6.8 µM. 370,000 compounds, 1.1% hits. AID 652010;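 active means inhibition above the mean over all tested compounds plus 3 SD, cut at about 3.6% in these data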;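 further: 0% = DAX-1 cells with DMSO and 100% = cells lacking DAX-1 with DMSO; higher inhibition means more luminescence from relief of DAX-1 repression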
# * = called active by the depositor; i = inactive; x = not tested or not shown.
SMILES,hcDAF12 agonist,DAX1 inh-1,PG9 Ab binder,SMARCA2 activ,ADAM10 inh,ssDAF-12 act,hgDAF12 agonist,ADAM17 inh,NPR1 activator,FXN GAA850 act,DAX1 inh-2
COc1ccc(CNS(=O)(=O)CC2NCCc3ccccc32)cc1 (stereo not given),-1.9,x,x,3,9,-0.9,0.9,1,-5,x,0.4
CCn1cc(/C=C(\NC(=O)c2ccccc2OC)C(=O)NCCCN2CCOCC2)c2ccccc21,0.2,0.5,-1.2,0,0,0.0,-2.6,-5,1,0.6,0.6
COc1cc([N+](=O)[O-])cc(/C=N/NC(=O)c2cc(-c3ccccc3)nc3ccccc23)c1O,0.8,-0.7,-3.4,5,3,-0.6,-0.7,0,-4,2.9,-0.2
O=C(Cn1cc2c(n1)CCCC2)Nc1ccccc1Cl,-1.6,-0.8,-0.7,2,-6,-1.5,0.2,-1,2,0.2,-0.1
COC(=O)c1ccccc1NC(=O)CSc1nc2cccnc2n1C,-1.0,2.5,0.6,-2,-5,-1.3,-2.5,-8,x,3.1,-1.0
COc1cccc(C2C(C#N)=C(N)Oc3cc(C)[nH]c(=O)c32)c1OC (stereo not given),0.0,1.6,-1.1,2,4,-0.8,1.1,1,4,1.8,0.2
C=CCn1c(Cc2cccs2)nnc1SCC(=O)Nc1ccc(C(=O)OCC)cc1,-1.4,0.5,-0.6,1,10,-1.4,-2.3,1,-1,-0.5,-0.8
COc1ccc(CNC(=O)C(=O)NCCC2CCCCN2S(=O)(=O)c2cccs2)cc1 (stereo not given),-2.8,1.0,-1.4,-1,6,-1.0,4.6,0,1,-0.7,-1.4
CCSc1nnc(NC(=O)c2cc(C)oc2C)s1,1.5,2.5,1.2,0,-5,-0.3,9.7,2,2,2.1,1.6
O=C(NC1CCCCC1)c1ccc2ccccc2c1O,0.5,1.4,-0.7,3,-341,-0.3,1.1,-99,1,-5.2,3.4
Cc1nn(Cc2c(F)cccc2Cl)c(C)c1NC(=O)C1CC1,-2.1,0.3,-0.4,-1,3,-1.9,-2.9,-10,4,-0.2,0.7
CC(C(=O)NC1CCS(=O)(=O)C1)N1C(=O)/C(=C/c2ccc(Cl)cc2)SC1=S (stereo not given),0.3,0.7,-2.7,0,5,-1.0,1.5,-1,-5,2.8,-0.1
Cc1ccc2[nH]c(=O)c3cc(C(=O)N(C)c4ccc(C)c(C)c4)sc3c2c1,0.9,-0.9,-0.4,-3,2,-0.5,0.8,-7,-1,-1.6,-0.9
C/C(=N\Nc1ccc(F)cc1F)c1ccc(N2CCOCC2)cc1,2.1,3.0,1.9,-3,-14,0.3,-2.8,-7,-4,3.9,-0.5
CC(C)(C)SCCSC1=CC(=O)CC(c2ccccc2)C1 (stereo not given),0.9,1.0,1.2,2,-1,-0.6,3.4,0,4,3.3,0.7
Cc1cc(NC(=O)C2CCCCC2)n(-c2nc3ccccc3[nH]2)n1,0.5,-0.6,-0.9,0,16,-0.9,0.1,4,9,2.5,-0.1
CCOc1ccc(Nc2ccc(N3C(=O)CCC3=O)cc2[N+](=O)[O-])cc1,6.2*,1.5,-2.2,2,4,-1.3,1.5,0,-1,0.4,-0.3
O=C1CCN(CCCc2ccccc2)CCN1[C@H](CO)c1ccccc1,-1.3,0.0,0.5,1,2,-1.3,0.1,-6,-2,0.8,-0.1
CC1(C(=O)NS(=O)(=O)c2ccccc2C(F)(F)F)CCN1C(=O)CC1CCCCC1 (stereo not given),-0.2,x,1.6,-1,-1,-0.7,-1.4,-1,-1,2.2,0.6
O=c1c(-c2ccc(Cl)cc2)[n+]([O-])c2ccccc2n1O,0.0,-0.6,-1.4,1,-102,-0.5,1.9,-37,0,-0.5,0.0
CN1CCN(C(=O)C[C@H]2CC[C@H]3[C@@H](COC[C@@H](O)CN3Cc3cccc(F)c3)O2)CC1,-1.3,x,-1.6,-1,0,-1.4,-3.3,-3,1,x,0.2
COc1ccc(N2C(=O)C3CCCN3C2c2ccc(C)cc2)cc1 (stereo not given),-0.4,3.2,-1.6,1,2,-0.8,2.8,-3,2,-3.0,0.6
O=C(CC1C(=O)NCCN1Cc1c(F)cccc1Cl)NCCCn1cccn1 (stereo not given),-1.3,0.2,0.2,-5,-8,-1.0,-0.1,-2,-2,0.5,0.2
CS(=O)(=O)Cc1ccc(C(=O)Nc2cccc(-c3nc4ccccc4[nH]3)c2)cc1,0.5,0.5,-3.2,3,6,-1.0,1.0,0,6,-0.2,0.2
COC(=O)[C@@]12C[C@@H](CC(=O)NCc3ccccc3)C(=O)N(Cc3cccc4ccccc34)C1=CCC(C)(C)C2,-0.5,x,-0.7,-3,17,-1.3,-1.0,9.1*,-1,x,-0.5

# Complete entries, looked up by structure:
# `Cc1cc(NC(=O)C2CCCCC2)n(-c2nc3ccccc3[nH]2)n1` in the list: hcDAF12 agonist = 0.5; DAX1 inh-1 = -0.6; PG9 Ab binder = -0.9; SMARCA2 activ = 0; ADAM10 inh = 16; ssDAF-12 act = -0.9; hgDAF12 agonist = 0.1; ADAM17 inh = 4; NPR1 activator = 9; FXN GAA850 act = 2.5; DAX1 inh-2 = -0.1
# `COC(=O)[C@@]12C[C@@H](CC(=O)NCc3ccccc3)C(=O)N(Cc3cccc4ccccc34)C1=CCC(C)(C)C2` in the list: hcDAF12 agonist = -0.5; DAX1 inh-1 = x; PG9 Ab binder = -0.7; SMARCA2 activ = -3; ADAM10 inh = 17; ssDAF-12 act = -1.3; hgDAF12 agonist = -1.0; ADAM17 inh = 9.1*; NPR1 activator = -1; FXN GAA850 act = x; DAX1 inh-2 = -0.5
# `CN1CCN(C(=O)C[C@H]2CC[C@H]3[C@@H](COC[C@@H](O)CN3Cc3cccc(F)c3)O2)CC1` in the list: hcDAF12 agonist = -1.3; DAX1 inh-1 = x; PG9 Ab binder = -1.6; SMARCA2 activ = -1; ADAM10 inh = 0; ssDAF-12 act = -1.4; hgDAF12 agonist = -3.3; ADAM17 inh = -3; NPR1 activator = 1; FXN GAA850 act = x; DAX1 inh-2 = 0.2

# The list goes on.
SMILES,hcDAF12 agonist,DAX1 inh-1,PG9 Ab binder,SMARCA2 activ,ADAM10 inh,ssDAF-12 act,hgDAF12 agonist,ADAM17 inh,NPR1 activator,FXN GAA850 act,DAX1 inh-2
C=CCNC(=O)CCCc1ccccc1,0.9,-0.4,0.0,1,-5,-1.9,2.6,-2,5,1.5,0.1
CN1/C(=C\C=C(C#N)C#N)C(C)(C)c2ccccc21,3.1,0.1,0.1,-1,1,-1.7,-0.6,-6,-3,1.3,0.0
CC(C)(C)n1nc2c(c1NC(=O)Cc1ccc(F)cc1)CSC2,-1.5,-0.1,-1.2,2,4,-1.5,0.6,2,-5,-0.6,1.5
CC1CCCC(C)N1/N=C/c1cc(Br)cc(Br)c1O (stereo not given),-0.3,-0.6,-0.1,0,2,-1.3,1.9,6,-5,1.1,0.5
Clc1ccc(C2=NNC(=NCc3ccccc3)SC2)cc1,-1.5,0.1,-1.9,-1,0,-1.9,0.8,6,6,1.8,-0.5
Cc1ccc(C(=O)COC(=O)c2ccc(Cl)c(N)c2)s1,-0.9,-0.5,0.8,3,-10,-0.7,0.7,1,2,3.3,3.4
O=C(CCCCCn1c(=O)[nH]c2ccsc2c1=O)NCc1cccs1,0.2,-0.6,-1.4,-1,0,-1.4,-0.6,1,2,0.9,0.5
COc1ccc(-n2c3c(c(=O)[nH]c2=O)C(NS(=O)(=O)c2ccc(Cl)cc2)(C(F)(F)F)C(=O)N3)cc1 (stereo not given),0.4,1.5,-0.1,-2,-6,-1.0,-4.0,-3,3,-1.3,-0.3
CCOC(=O)CNC(=O)N(C)[C@H]1C[C@H]2c3[nH]c4ccccc4c3CCN2C(=O)[C@H]1[C@H](C)O,-2.0,x,-1.9,1,i,-0.9,3.0,i,2,x,0.1
COc1ccc(NC(=O)C23CC4CC(C2)CC(c2ccccc2)(C4)C3)c(OC)c1,-2.2,-0.9,-1.8,-1,7,-1.4,1.9,7,-5,1.2,-0.6
O=C(COc1ccccc1)NCC(c1cccs1)N1CCOCC1 (stereo not given),0.1,-1.3,-1.9,0,-5,-1.4,1.5,-6,-1,0.9,0.3
COc1cc(OC)c(CN2CCc3c([nH]c4ccccc34)C2)cc1Br,0.8,3.5,-0.8,-1,-5,-0.4,3.4,-5,-4,-1.4,0.9
CCN(CC)C(=O)Nc1ccccc1C,2.5,1.7,3.2,-1,-4,-0.4,-0.7,-5,3,2.1,0.5
Cc1c(C(=O)NCc2cccs2)oc2ccccc12,-0.1,1.3,1.6,0,4,-0.9,3.1,-4,7,3.2,-0.9
Cc1cc2oc(=O)cc(-c3cc4ccccc4o3)c2cc1O,-1.5,-1.6,-1.4,-1,-12,-1.3,1.0,-5,5,0.8,-0.4
CCOC(=O)C1CCCN(C(=O)c2ccc(CNS(=O)(=O)c3ccc(C)cc3)cc2)C1 (stereo not given),-1.1,1.5,0.1,-1,7,-1.0,-0.7,4,-1,2.4,0.0
O=C(c1ccccc1Cl)N1CCn2c1nc1ccccc12,-0.3,3.2,-0.5,-1,-2,-2.0,-1.0,1,-3,1.9,0.2
COc1ccc(CN2C(=O)NC(C)(c3ccc(C)cc3)C2=O)cc1F (stereo not given),-1.5,0.3,0.5,2,-4,-1.5,1.7,0,0,-0.2,-0.8
CCOc1ccccc1COC(=O)c1cccc(-n2cnnn2)c1,-2.7,-0.6,1.6,-1,5,-1.4,-1.4,-1,1,3.5,-0.2
COc1cccc(N2CC(=O)N(c3cccc(OC)c3)CC2=O)c1,1.3,-1.6,-2.7,-1,-2,-1.3,0.4,-1,2,0.6,0.2
COc1ccc(C2C3=C(CCCC3=O)Nc3n[nH]c(C)c32)cc1OC (stereo not given),-0.6,3.3,0.2,1,-22,-1.7,-2.3,-11,-2,-0.2,0.1
CCCn1c(-c2cccs2)nc2ccccc21,-0.7,0.0,1.0,-1,-160,-1.2,2.0,-53,-4,1.2,-0.9
CC(Sc1c[nH]c2ccccc12)C(=O)O (stereo not given),8.5*,0.7,0.2,-4,4,0.1,0.8,-1,2,2.4,0.6
CC(NC(=O)CN1CCN(c2ccc(Cl)cc2)CC1)c1ccccc1 (stereo not given),-0.1,0.0,1.3,-5,9,-1.0,-2.0,5,-3,0.7,-0.8
O=C1C2ON(c3ccccc3)C(c3cccnc3)C2C(=O)N1c1ccc(Cl)c(Cl)c1 (stereo not given),0.3,0.9,2.2,-1,-6,-1.4,0.5,-4,4,1.8,-0.2
Cc1cccc(NC(NC(=O)c2cccnc2)C(Cl)(Cl)Cl)c1 (stereo not given),-1.4,0.7,-0.8,-2,1,-0.6,-0.4,3,-9,-0.7,1.1
Cc1ccc(-c2nnn(CC(=O)N(CCN3CCOCC3)C(C(=O)NC3CCCC3)c3ccncc3)n2)o1 (stereo not given),-0.9,0.2,0.1,-3,-8,-1.7,0.2,-3,0,-0.3,0.3
COc1ccc(CN(C(=O)CN2C(=O)COc3ccccc32)C2CCCC2)c(OC)c1,-1.7,-0.4,2.9,-5,-2,-1.6,-3.0,1,-21,-4.8,-0.3
COc1ccc(Br)cc1CN(C)C(=O)Cc1ccc(S(=O)(=O)N2CCOCC2)s1,-2.4,-1.0,0.6,-1,-2,-1.0,-0.8,3,2,-0.5,-1.5
Cc1c(C)[n+](=O)c(-c2ccc(F)cc2)c(C)n1[O-],-0.2,1.4,-0.6,-2,14,-0.9,0.6,0,-1,-0.4,0.3

# Assay outcomes: PubChem, several laboratories
